# Mito fusion yeast = blocks mitochondrial division or promotes mitochondrial fusion | Potency, µM (titrated, usually from 46.1 µM), for the others: at the top dose growth rescue (activation), most hits filed as activators | S. cerevisiae fusion-defective mutant growth rescue, CellTiterGlo 48 h | actives 0.23% (n = 320,000);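 also: potency is read from the fitted curve at half-maximal effect; % of control where 0% means no effect; nearly all actives have a fitted effect of over 45% in size; temperature-sensitive fusion mutants such as fzo1-1 at 37 °C on non-fermentable ethanol glycerol medium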
#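 Read-out: ATP-based luminescence (CellTiterGlo, 10 min ambient) reporting growth of fusion-defective ts yeast after 48 hours at 37C on glycerol/ethanol YPEG medium in the presence of compound.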
# hERG WT inh = KCNH2 (human, wildtype) channel inhibition | Q12809 | U2OS, BacMam KCNH2, thallium flux FluxOr; active compounds read low | activity change, % at 1.84 µM | actives 0.37% (n = 340,000) | AID 720551;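 active = maximum activity change below -70%; inconclusive = maximum activity change between -70% and -50%; inactive = maximum activity change above -50%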; also: % is scaled to controls: 0 for no effect and ±100 for the full control effect
#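 U2OS cells transduced with wild-type KCNH2 virus are loaded with FluxOr dye for 45 min, and thallium flux is measured in kinetic reads before and after stimulation buffer. Rate constants are normalized to DMSO controls.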
# Eya2 phos inh = inhibitors of human Eya2 phosphatase activity | O00167 | recombinant Eya2, OMFP fluorescence dephosphorylation (OMFP is methylfluorescein phosphate) | Potency, µM (top dose mostly 76.9 µM), for the others: at the highest dose activity, negative = inhibition, actives largely listed as inhibitors | actives 0.006% (n = 330,000) | AID 488837; also: potency is read from the fitted curve at half-maximal effect; % is scaled to controls: 0 for no effect and ±100 for the full control effect
# Target sequence (O00167 whole entry, looked up): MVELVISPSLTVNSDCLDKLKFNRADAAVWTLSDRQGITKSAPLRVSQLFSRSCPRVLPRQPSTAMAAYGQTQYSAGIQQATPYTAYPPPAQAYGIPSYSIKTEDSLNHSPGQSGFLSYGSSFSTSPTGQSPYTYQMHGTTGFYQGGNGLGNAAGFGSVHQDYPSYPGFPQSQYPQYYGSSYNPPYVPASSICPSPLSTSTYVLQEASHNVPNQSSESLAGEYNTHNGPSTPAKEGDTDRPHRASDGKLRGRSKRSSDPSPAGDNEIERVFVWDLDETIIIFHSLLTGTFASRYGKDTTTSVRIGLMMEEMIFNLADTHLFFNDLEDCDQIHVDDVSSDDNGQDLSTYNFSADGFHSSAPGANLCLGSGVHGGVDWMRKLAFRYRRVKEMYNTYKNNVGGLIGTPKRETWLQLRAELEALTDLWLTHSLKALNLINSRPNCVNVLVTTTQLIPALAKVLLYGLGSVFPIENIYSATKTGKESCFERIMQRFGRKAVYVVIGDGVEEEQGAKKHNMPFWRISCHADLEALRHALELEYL
#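 Eya2 (0.2 uM) preincubated 10 min at ambient with compound, then OMFP substrate added at 50 uM; 10 min reaction in 50 mM HEPES pH 7.5, 50 mM NaCl, 5 uM MgCl2, 0.05% BSA, 1 mM DTT. Fluorescence read at Ex 485/Em 525 nm.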
# Menin MLL FP TR = inhibitors of human menin-MLL interaction, mutant MLL peptide; O00255; Menin + Texas Red MLL mutant peptide, fluorescence polarization; Potency, µM (titrated, usually from 61.6 µM), for the others: top-dose FP activity change, negative = inhibition, actives largely listed as inhibitors; actives 0.23% (n = 270,000); active = well fitted inhibition curve with a large enough effect in the polarisation, with a control signal flat, not every such curve was filed as active; inconclusive = small, poorly fitted or top-dose-only effect, or effect the other way, or a change in a side signal; inactive = no such curve, though single readings can be large or run the other way; the % refers to the polarisation; also: potency is read from the fitted curve at half-maximal effect; % of control where 0% means no effect; many of its hits are not listed in these tables
# MBNL1 CUG block = MBNL1-poly(CUG) RNA binding inhibition; Q9NR56; TR-FRET MBNL1-His/biotin-(CUG)12 binding, 665/545 ratio; Potency, µM (titrated, usually from 57.5 µM), for inactives: top-dose activity change, negative = inhibition, most hits filed as inhibitors; actives 0.036% (n = 280,000); active = well fitted inhibition curve with a large enough effect in the signal ratio, with a control signal flat, not every such curve was filed as active; inconclusive = small, poorly fitted or top-dose-only effect, or effect the other way, or a change in a side signal; inactive = no such curve, though single readings can be large or run the other way; the % refers to the signal ratio; also: potency is read from the fitted curve at half-maximal effect; % is scaled to controls: 0 for no effect and ±100 for the full control effect
#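 TR-FRET between His-tagged MBNL1 and biotin-(CUG)12 RNA, detected with Tb anti-His antibody (0.055 ng/ul) and streptavidin-XL665 (5 nM), 60 min at room temperature. Compounds titrated 92 nM to 58 uM; 665/545 nm ratio normalized to buffer and complex controls.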
# USP2a inh = inhibitors of human ubiquitin-specific protease USP2a | O75604 | USP2 core, Ub-CHOP2 coupled fluorogenic reporter, 485/531 | Potency, µM (highest dose often 38.3 µM), for inactives: top-dose activity change, negative = inhibition, usual class: inhibitors | actives 0.01% (n = 330,000) | AID 463254;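 also: potency is read from the fitted curve at half-maximal effect; plate controls were DMSO wells for no effect and full inhibition by NEM control for full effect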
# Target sequence (O75604 whole entry, looked up): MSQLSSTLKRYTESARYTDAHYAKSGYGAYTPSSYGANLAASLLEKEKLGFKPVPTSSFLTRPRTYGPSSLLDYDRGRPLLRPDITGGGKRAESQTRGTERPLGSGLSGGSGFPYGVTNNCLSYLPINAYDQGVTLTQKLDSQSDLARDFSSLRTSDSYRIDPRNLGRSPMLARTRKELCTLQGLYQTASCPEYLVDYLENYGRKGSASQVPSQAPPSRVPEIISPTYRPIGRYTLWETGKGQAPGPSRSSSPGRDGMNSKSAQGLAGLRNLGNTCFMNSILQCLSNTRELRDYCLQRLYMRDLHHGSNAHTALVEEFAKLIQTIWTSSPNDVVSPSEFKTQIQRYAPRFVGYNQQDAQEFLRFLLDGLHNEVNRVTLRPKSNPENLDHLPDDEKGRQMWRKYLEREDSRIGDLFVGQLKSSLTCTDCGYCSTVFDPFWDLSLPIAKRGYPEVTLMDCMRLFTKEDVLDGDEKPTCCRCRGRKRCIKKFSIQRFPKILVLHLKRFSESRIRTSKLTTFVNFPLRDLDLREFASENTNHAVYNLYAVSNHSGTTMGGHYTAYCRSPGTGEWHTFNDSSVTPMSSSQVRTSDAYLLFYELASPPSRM
#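 USP2 core (10nM final) preincubated 30min RT with compound in 20mM Tris-HCl pH 8.0, 2mM CaCl2, 2mM beta-mercaptoethanol, 0.05% CHAPS; 25nM Ub-CHOP2 plus 25nM reporter substrate added, fluorescence (Ex485/Em531) read after 60min.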
# GALK inhibitor = galactokinase (human) inhibition. actives 0.007% (n = 270,000). Purified GALK, Kinase-Glo residual ATP luminescence. P51570. AID 1868. Potency, µM (doses to about 57.5 µM), for the others: top-dose activity change, negative = inhibition, actives largely listed as inhibitors; also: potency is read from the fitted curve at half-maximal effect; % is scaled to controls: 0 for no effect and ±100 for the full control effect
#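 GALK at 5 nM final was combined with compound, 35 uM ATP and 100 uM galactose in HEPES pH8.0 with MgCl2 and DTT. The reaction ran one hour at room temperature before luminescent ATP detection.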
# TSHR antagonist = antagonists of human thyroid stimulating hormone receptor. actives 0.2% (n = 330,000). TSHR-expressing cells, TSH-stimulated cAMP HTRF, 2 h; active compounds read low. activity change, negative = inhibition, % at 11.5 µM. P16473;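 active = activity change below a set negative limit, meaning inhibition stronger than a set level, cut at about -70% in these data; inconclusive = activity change between two set negative limits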; also: % is scaled to controls: 0 for no effect and ±100 for the full control effect
#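 Read-out is FRET at 665 nm (cryptate excitation 337 nm) from a cryptate-tagged anti-cAMP antibody, competed by cell cAMP against cAMP-d2. Compounds are tested on freshly harvested TSHR cells challenged with 4nM TSH (EC80) for 2 hours at 37 deg C.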
# PKM2 act = PKM2 (human) enzyme activation; P14618; purified PKM2, Kinase-Glo ATP luminescence, activation; response scale: 0% is enzyme alone, no compound; Potency, µM (series often up to 57.5 µM), for the others: top-dose activation, hits mostly activators; actives 0.34% (n = 260,000); AID 1631; also: potency is read from the fitted curve at half-maximal effect; % is scaled to controls: 0 for no effect and ±100 for the full control effect; nearly all actives have a fitted effect of over 55% in size
#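 hPK-M2, >95% pure; 0.1 mM ADP / 0.5 mM PEP final; imidazole pH7.2 buffer w/ 7 mM MgCl2, 50 mM KCl; 1 h RT; Kinase-Glo lum. Intermediate enzyme activity for dual inhibitor/activator qHTS.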
# BCR signal inh = chronic active BCR signaling inhibition | ABC-DLBCL IkBa-CBG/CBR reporter, luminescence ratio, 4 h | Potency, µM (top dose mostly 46.1 µM), for the others: at the top dose ratio change, negative = lower green/red ratio, most hits filed as inhibitors | actives 0.05% (n = 340,000) | AID 493014; active = well fitted inhibition curve with a large enough effect in the signal ratio, with a control signal flat, not every such curve was filed as active; inconclusive = small, poorly fitted or top-dose-only effect, or effect the other way, or a change in a side signal; the % refers to the signal ratio;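 also: potency is read from the fitted curve at half-maximal effect; plate controls were basal doxycycline-induced cells for no effect and cells given 10 µM MG132 for full effect; MG132 reads +100%, hits lower the ratio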
#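 Concentration-response series (up to 46 uM) were applied to TMD8 dual-reporter cells for 4 h at 37C with doxycycline. Green/red ratio, after filter-overlap correction, defined %Activity; red signal alone was normalised to basal cells and zero luminescence.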
# S-ASM inh = blocks human secretory acid sphingomyelinase; P17405; placental ASM, HMU-PC fluorogenic substrate, 60 min; Potency, µM (top dose mostly 57.5 µM), for the others: at the top dose activity change, negative = inhibition, hits mostly inhibitors; actives 0.006% (n = 340,000); also: potency is read from the fitted curve at half-maximal effect
#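 Fluorescence read-out (Ex 386 nm, Em 447 nm) after stopping the reaction at pH 10. Enzyme: ASM from human placenta; substrate HMU-PC0, 9 uM final; 60 min, 37 °C. Compound preincubation 10 min, ambient temperature.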
# An asterisk follows results filed as active; ? = inconclusive; nt = no result given; [ ] = another dose, or the depositor's remark. Unless noted, calls follow the shape of the dose curve; as a rule, active = well fitted curve in the direction sought with a large enough effect; inconclusive = small, poorly fitted or top-dose-only effect, or another doubt; inactive = no such curve, though single readings can be large; an effect the other way counts as inactive or inconclusive.
SMILES,Mito fusion yeast,hERG WT inh,Eya2 phos inh,Menin MLL FP TR,MBNL1 CUG block,USP2a inh,GALK inhibitor,TSHR antagonist,PKM2 act,BCR signal inh,S-ASM inh
COc1cc(CNC2CCCC2)cc(Br)c1OCC(=O)Nc1ccccc1C,-8%,2,-6%,-8%,-2%,-2%,-1%,-7,-4%,1%,-1%
O=C(NCCS(=O)(=O)NCCCc1ccccc1)c1ccccc1,4%,-1,-4%,nt,nt,-4%,nt,15,nt,-3%,-3%
COc1ccc(C(=O)O)cc1S(=O)(=O)NC(C)(C)C,2%,2,-3%,nt,-8%,2%,7%,-1,2%,1%,2%
COc1ccc(OC)c(-n2cnnn2)c1,-3%,0,-9%,5%,3%,1%,8%,-5,-4%,0%,5%
CCOc1ccc(CCNC(=O)CS(=O)(=O)Cc2nc(-c3cccc(OC)c3)oc2C)cc1,1%,6,-21%,?,21%,3%,-7%,-10,nt,?,-2%
COc1ccc(-c2c(-c3ccc(OCC(=O)NN)cc3O)n[nH]c2C(F)(F)F)cc1,2%,-8,-21%,12%,-6%,-6%,-4%,-21,12%,?,-6%
COc1cccc(NC(=O)[C@@H]2CCCN2S(=O)(=O)c2cccc3cccnc23)c1,-5%,-6,-5%,nt,nt,-1%,nt,-10,nt,?,-3%
Cc1cc(=O)n(CC(=O)NCCN2CCOCC2)c2c1c(C)nn2-c1ccccc1,-1%,-2,8%,nt,10%,3%,0%,-12,nt,-1%,5%
COc1cccc(-c2nnc(SCC(=O)Nc3ccc4c(c3)OCCO4)n2Cc2ccco2)c1,-6%,13,-21%,-20%,1%,-1%,-2%,13,2%,?,-4%
Cc1cccc(C(=O)NNC(=O)Nc2ccccc2)c1,-1%,-14,-21%,4%,nt,11%,-3%,-4,1%,0%,4%
CCc1nnc(NC(=O)CN2CCN(Cc3ccccc3Cl)CC2)s1,-1%,-18,-5%,-9%,-5%,0%,5%,0,0%,-13%,3%
Cn1c(=O)c2c(nc(Br)n2CC(=O)C23CC4CC(CC(C4)C2)C3)n(C)c1=O,7%,21,-2%,-17%,-8%,1%,3%,-16,-4%,1%,-10%
CC(C)N(C(=O)CSc1nnc(CNc2ccc(F)cc2)o1)C(C)C,3%,7,-9%,-15%,-11%,0%,-2%,7,1%,0%,-2%
COc1ccccc1CC(=O)O/N=C(\N)c1ccccn1,5%,-1,3%,nt,nt,0%,-3%,10,3%,?,7%
Cc1ccc(S(=O)(=O)C2(C(=O)Nc3cccnc3)CC2)cc1,-4%,-5,6%,9%,-6%,0%,0%,1,-2%,7%,2%
CN(C(=O)/C=C/c1cnc2ccccc2c1)C1CCCCC1,1%,2,2%,?,?,-1%,5%,16,-14%,?,-2%
Cc1ccc(S(=O)(=O)NCCC(=O)NNC(=O)c2ccccc2Cl)cc1C,-1%,7,21%,nt,nt,1%,nt,5,nt,?,3%
CSc1c(C#N)c(N)nc2sc(C(=O)c3ccccc3)c(N)c12,-11%,-3,24%,nt,20%,?,5%,3,2%,3%,-7%
N#Cc1c(NC(=O)CSc2ccccn2)oc(-c2ccccc2)c1-c1ccccc1,0%,2,-15%,4%,6%,-1%,1%,74,-2%,?,-2%
COc1cccc(-c2cc3c(=O)n(-c4ccccc4)c(=S)[nH]c3s2)c1,2%,-3,-1%,?,119%[activator],0%,0%,-2,26%,?,13%
CCCOc1ccc(N2C(=O)CC(N3CCN(c4ccccc4F)CC3)C2=O)cc1 (stereo unspecified),0%,5,0%,-2%,-5%,2%,1%,-6,-8%,-1%,-2%
C=CCCO[C@@H]1O[C@@H](C)[C@H](O)C[C@H]1O,-6%,-9,6%,nt,nt,0%,nt,-3,nt,-3%,7%
O=C(Nc1nc(-c2ccc(F)cc2)cs1)c1ccc(N2C(=O)CCC2=O)cc1,-2%,4,-7%,?,149%[activator],2%,nt,-16,-1%,0%,-2%
Nc1c(C(=O)Nc2cccc(Cl)c2Cl)sc2nc(-c3cccnc3)ccc12,-2%,-7,2%,7%,-5%,1%,-4%,-8,8%,-13%,16%
COc1nc(NC2CCCCC2)nc(N2CCCCCC2)n1,?,-1,2%,-25%,-2%,0%,-1%,-2,7%,20%,-6%
CCN(CC)S(=O)(=O)c1ccc(C(=O)OCC(=O)Nc2ccc(-c3nc4ccc(C)cc4s3)cc2)cc1,-1%,-3,-4%,?,nt,0%,1%,-2,-11%,0%,54%[activator]
Cc1ccc2c(CSc3nncs3)cc(=O)oc2c1,7%,1,6%,2%,3%,-1%,-1%,-11,18%,?,-1%
COc1ccc(NC(=S)NCCCCCC(=O)C[N+](=O)[O-])cc1,-1%,10,10%,28%,?,2%,0%,6,5%,?,-3%
COC(=O)C1C(=O)C=C(N2CCOCC2)CC1(C)C (stereo unspecified),-3%,-6,-11%,-10%,5%,-6%,0%,12,-8%,-1%,-6%
COC(=O)c1sc(NC(=O)CSc2nnnn2C)nc1C,-3%,-10,-10%,-3%,-6%,-1%,3%,10,-2%,?,-2%
COCCCN1CN(S(=O)(=O)c2cccs2)c2nc3ccccc3nc21,3%,-4,5%,nt,4%,0%,2%,2,9%,1%,11%
CCOc1ccc(CCNC(=O)Cn2c(-c3nonc3N)nc3ccccc32)cc1OCC,-2%,15,5%,24%,-1%,0%,0%,-9,2%,?,-3%
O=C(N/N=C/c1c[nH]c2ccc(Br)cc12)c1ccccn1,6%,-3,?,2%,?,-2%,8%,-13,0%,?,17%
Cc1ccc(C(=O)N/C(=C/c2ccc(C(C)C)cc2)C(=O)NCCCN2CCOCC2)cc1,1%,-12,2%,nt,-7%,4%,1%,-5,-8%,2%,-8%
CC1(NC(=O)c2cc(Cl)nc3ccccc23)CCS(=O)(=O)C1 (stereo unspecified),0%,-6,9%,nt,nt,1%,nt,2,nt,1%,3%
CCOC(=O)C1=C(CN2CCN(C(=O)c3ccco3)CC2)NC(=O)NC1c1ccc(C)cc1 (stereo unspecified),0%,14,0%,nt,1%,3%,-5%,-12,nt,0%,2%
S=c1[nH]c(-c2cccs2)cn1-c1ccccc1,-24%,-11,11%,?,21%,-4%,13%,7,-13%,5%,-11%
O=C(c1ccc(C(=O)N2CCCc3ccccc32)nc1)N1CCCc2ccccc21,-1%,-18,4%,-9%,-20%,-1%,5%,12,1%,8%,2%
COC(=O)C1C(=O)c2c([nH]c(C(=O)OC3CCCC3)c2C)CC1C (stereo unspecified),8%,-6,nt,-15%,-5%,nt,8%,nt,0%,nt,2%
CCCCNc1c(-c2cccc(SC3CCCCC3)c2)nc2ccc(Cl)cn12,3%,-10,-24%,nt,nt,0%,nt,-4,nt,?,19%
O=C(Cn1cnc2c(cnn2-c2ccccc2)c1=O)c1ccc(Cl)cc1,3%,21,17%,1%,-3%,0%,0%,5,-1%,6%,3%
Cc1noc(C)c1COc1ccccc1C(=O)N1CCN(S(=O)(=O)c2ccccc2C(F)(F)F)CC1,0%,-10,0%,nt,nt,3%,nt,-3,nt,-1%,nt
Cc1n[nH]c(=O)c2c(NC(=O)CSc3nncs3)oc(C)c12,1%,-26,-7%,nt,nt,0%,nt,3,nt,2%,4%
CC(C)=NOCc1ccc(-c2cn([C@@H]3COC[C@H]3O)nn2)cc1,0%,nt,6%,-16%,4%,-2%,nt,-6,2%,?,nt
Cc1c(Cl)cccc1NC(=S)NCCc1ccc(F)cc1,-8%,-15,4%,21%,1%,0%,2%,-7,-4%,-18%,-1%
CC1CCN(C(=O)COC(=O)c2ccc(N3CCCC3=O)cc2)CC1,-6%,-8,-3%,nt,nt,0%,nt,15,nt,0%,1%
Nc1nonc1C(=O)N/N=C/c1cc2c(cc1[N+](=O)[O-])OCO2,-4%,2,-26%,nt,5%,2%,0%,-10,nt,1%,-3%
CCC(C(=O)NC(C)(C)C)N(Cc1cccs1)C(=O)CNS(=O)(=O)c1ccccc1 (stereo unspecified),-1%,-18,4%,nt,-2%,7%,0%,-4,-1%,1%,2%
COc1ccc(NC(=O)CCOc2ccccc2F)cc1S(=O)(=O)N1CCCCC1,nt,0,1%,nt,nt,0%,nt,-13,nt,1%,-1%

# Compound activity (PubChem)

# These rows are one share of the data; count on the stated rates, not on these rows.
